Screening results: PubChem BioAssay, several laboratories
ABCB6 inh 2 – blocks the human ABCB6 transporter; Q9NP58; K562-ABCB6 porphyrin accumulation, flow cytometry, 1 h; stronger effect = lower value; fluorescence ratio to DMSO, % at 10 µM; hit rate 0.19% among 360,000; AID 602162;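 active = fluorescence ratio to DMSO below 75%, the collection mean minus 3 SD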;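 also: signal is porphyrin accumulated inside mitochondria; 100% equals median channel fluorescence of DMSO control wells; lower ratio means ABCB6 inhibition with less porphyrin fluorescence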
aDG glyco act – alpha-DG glycosylation activation. Pro5-aDG cells, alpha-DG glycosylation AlphaScreen (IIH6); 0% Pro5, 100% B10-LARGE cell signal. activation, % at 10 µM. hit rate 0.22% among 360,000. AID 624168;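 active = activation of at least 8% versus controls, or a plate z-score of at least 8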;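 also: Pro5 are CHO cells carrying HIG-tagged alpha-DG that lacks glycosylation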
Exocytosis inh – lytic granule exocytosis inhibition | TALL-104 LAMP-1 surface exposure, flow cytometry; cells stimulated with thapsigargin and PMA | inhibition, % at 10 µM | hit rate 0.66% among 360,000;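 active = inhibition above about 55%, limit read from the data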
ABHD5 PLIN5 PPI – blocks binding of human ABHD5 to perilipin-5. hit rate 0.78% among 360,000. Q00G26+Q8WTS1. Split G. princeps luciferase complementation, luminescence, 4 h. AID 602281. inhibition, % at 4 µM;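 active = inhibition above the mean inhibition across every tested compound plus 3 SD, cut at about 22% in these data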;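 also: 0% = DMSO only wells and the 100% control is not disclosed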
N-glyco inh – N-linked glycosylation inhibition | D54 ERlucT glycosylation luciferase reporter, 24 h; percent of 100 nM tunicamycin response | reporter increase, % at 12.5 µM | hit rate 0.23% among 360,000 | AID 588692;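 active = mean luciferase reporter signal, scaled so untreated is 0 and the glycosylation-blocking control 100, at or above a set limit in every replicate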;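 also: luciferase carries N-glycosylation sites so blocking glycosylation raises the light; 0% = median of neutral control wells and 100% = median of 100 nM tunicamycin wells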
NOD2 RIPK2 PPI – inhibitors of human NOD2-RIPK2 interaction | O43353 | CHO BLA complementation NOD2-RIPK2, CCF4 ratio | inhibition, % at 4.98 µM | hit rate 0.38% among 360,000 | AID 624267; in the data active = inhibition above about 21%;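 also: 0% = vehicle only and 100% = reference blocker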
MC4R ag barr – agonists of human melanocortin 4 receptor (MC4R) beta-arrestin; U2OS MC4R beta-arrestin complementation, luminescence; percent of melanotan II response, DMSO zero; AID 540308; activation, % at 8.9 µM; hit rate 0.98% among 360,000;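 active = activation above a per-plate cutoff, the mean activation of sample wells on that plate plus 3 SD, cut at about 8% in these data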
MC4R antag cAMP – antagonists of human melanocortin 4 receptor (MC4R) | P32245 | MC4R-expressing cells, MTII-stimulated cAMP, LANCE TR-FRET | inhibition, % at 6.5 µM | hit rate 0.48% among 360,000 | AID 540295;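 active = inhibition above its plate's cutoff, the mean of tested wells on that plate plus 3 SD, cut at about 29% in these data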;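 also: 0% = Melanotan II alone and 100% = Melanotan II plus saturating MCL0020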
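System: U2OS cells stably expressing human melanocortin 4 receptor (MC4R). Reagent: Melanotan II challenge after compound preincubation. Doses: 6.5 µM. Times: 30-min compound, 1-h challenge, 1-h detection, room temperature. Measured by: TR-FRET with Eu-cAMP and labeled anti-cAMP, 671 nm. Replicates: singlicate.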
TLR9-MyD88 block – TLR9-MyD88 interaction inhibition; Q9NR96+Q99836; hit rate 0.21% among 340,000; inhibition, % at 4.98 µM; CHO BLA complementation TLR9-MyD88, CCF4 FRET ratio;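 active = inhibition above the mean over all tested compounds plus 3 SD, cut at about 21% in these data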;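 also: 0% = DMSO only wells and 100% = clavulanate BLA inhibitor control wells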
Target sequence (Q99836 whole entry, looked up): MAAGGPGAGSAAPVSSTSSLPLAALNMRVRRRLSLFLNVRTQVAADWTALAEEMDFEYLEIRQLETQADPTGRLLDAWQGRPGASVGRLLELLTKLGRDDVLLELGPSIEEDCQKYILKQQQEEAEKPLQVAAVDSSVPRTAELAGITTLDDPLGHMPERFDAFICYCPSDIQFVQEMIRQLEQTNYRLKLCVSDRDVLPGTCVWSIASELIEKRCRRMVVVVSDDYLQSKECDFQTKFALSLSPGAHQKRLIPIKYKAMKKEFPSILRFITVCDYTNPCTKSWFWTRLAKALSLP
Target sequence (Q9NR96 whole entry, looked up): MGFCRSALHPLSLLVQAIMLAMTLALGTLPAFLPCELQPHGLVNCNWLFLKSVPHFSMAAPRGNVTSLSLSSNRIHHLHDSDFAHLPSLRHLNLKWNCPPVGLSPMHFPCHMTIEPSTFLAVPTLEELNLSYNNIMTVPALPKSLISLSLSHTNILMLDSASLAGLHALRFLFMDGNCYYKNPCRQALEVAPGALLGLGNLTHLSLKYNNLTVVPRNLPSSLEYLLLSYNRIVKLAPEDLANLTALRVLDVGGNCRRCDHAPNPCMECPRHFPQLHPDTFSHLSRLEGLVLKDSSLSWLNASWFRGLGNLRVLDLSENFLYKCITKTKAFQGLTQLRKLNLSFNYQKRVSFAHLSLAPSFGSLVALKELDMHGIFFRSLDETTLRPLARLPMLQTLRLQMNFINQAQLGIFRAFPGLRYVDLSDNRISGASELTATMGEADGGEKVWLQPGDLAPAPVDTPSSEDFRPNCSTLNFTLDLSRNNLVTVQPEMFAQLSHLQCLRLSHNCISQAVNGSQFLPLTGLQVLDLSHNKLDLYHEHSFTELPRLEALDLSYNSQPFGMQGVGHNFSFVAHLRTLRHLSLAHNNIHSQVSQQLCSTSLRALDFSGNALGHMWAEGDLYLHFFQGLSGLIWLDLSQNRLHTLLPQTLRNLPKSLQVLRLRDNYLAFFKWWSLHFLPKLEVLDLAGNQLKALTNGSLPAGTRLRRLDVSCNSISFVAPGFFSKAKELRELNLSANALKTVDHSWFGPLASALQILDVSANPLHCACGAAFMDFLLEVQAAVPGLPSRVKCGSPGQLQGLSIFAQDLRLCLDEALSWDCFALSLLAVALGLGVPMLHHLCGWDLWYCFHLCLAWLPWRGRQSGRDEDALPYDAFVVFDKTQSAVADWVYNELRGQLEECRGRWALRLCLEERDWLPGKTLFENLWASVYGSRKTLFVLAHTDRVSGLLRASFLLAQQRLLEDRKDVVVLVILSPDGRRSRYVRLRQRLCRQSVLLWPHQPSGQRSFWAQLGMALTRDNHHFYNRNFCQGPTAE
Vif inh – blocks HIV Vif function; HEK293T cells, Vif self-association by quenched fluorescence, imaging, 24 h; inhibition, % at 7.49 µM; hit rate 0.35% among 340,000; AID 602346; in the data active = inhibition above about 50%, passing the limit was not always enough; also: some results filed as inactive read as strong as hits
Numbers without * were called inactive; i = inactive; / = not tested or not shown. This is a subset; rates above refer to the full screens.

The opening two entries, to show the layout:
SMILES	ABCB6 inh 2	aDG glyco act	Exocytosis inh	ABHD5 PLIN5 PPI	N-glyco inh	NOD2 RIPK2 PPI	MC4R ag barr	MC4R antag cAMP	TLR9-MyD88 block	Vif inh
COCC(=O)N1C[C@H]2CON(C)[C@H]2C[C@H]1c1cccc(-c2ccccc2)c1	96	0.2	-3	2	3	-7	-0.9	-1	1	-2
C#CCN1[C@@H]2CCN(C2)c2cc(Br)ccc2S1(=O)=O	99	-0.1	3	-8	0	-2	0.8	1	1	3

This part in full, from the start:
SMILES	ABCB6 inh 2	aDG glyco act	Exocytosis inh	ABHD5 PLIN5 PPI	N-glyco inh	NOD2 RIPK2 PPI	MC4R ag barr	MC4R antag cAMP	TLR9-MyD88 block	Vif inh
COCC(=O)N1C[C@H]2CON(C)[C@H]2C[C@H]1c1cccc(-c2ccccc2)c1	96	0.2	-3	2	3	-7	-0.9	-1	1	-2
C#CCN1[C@@H]2CCN(C2)c2cc(Br)ccc2S1(=O)=O	99	-0.1	3	-8	0	-2	0.8	1	1	3
Cc1ccc(NS(=O)(=O)c2ccc(-c3coc(C)n3)cc2)c(Br)c1	100	-0.4	-1	3	-1	2	-0.1	3	2	-6
CCc1cc(=O)oc2c(C)c(O[C@@H]3O[C@H](CO)[C@@H](O)[C@H](O)[C@H]3O)ccc12	94	0.1	-5	6	-8	5	-1.7	11	5	-6
COc1cc2ccccc2cc1C(=O)NC(=S)Nc1cc(C(=O)O)ccc1C	98	-0.3	4	4	1	-8	-1.5	-7	-1	/
CCn1c(SCC(=O)N2CCOCC2)nc2sc3c(c2c1=O)CCCC3	88	-0.4	4	3	-1	-20	-1.1	5	-6	-2
COCCNc1c2c(nc3c(-c4ccccc4)c(C)nn13)CCCC2	104	0.0	12	-1	0	-2	-1.2	17	-4	-4
C=CCNC(=O)c1snnc1-c1ccccc1	95	0.0	-1	-2	1	-12	-0.2	7	-5	-4
C/C(Cc1ccccc1)=N\NC(=O)CNC(=O)c1ccccc1F	103	0.2	1	4	3	0	-3.1	-3	14	6
Cc1cccc(-c2oc3ccc(-c4ccc5c(c4)OCO5)cc3c2-c2ccc(OC3CCCCO3)cc2)c1 (configuration not stated)	99	0.5	-4	-7	3	4	-1.4	5	-13	-2
CCOC(=O)CC(Nc1nc(N2CCOCC2)nc(N2CCOCC2)n1)c1ccccc1Cl (configuration not stated)	98	0.1	-1	4	-2	3	-2.1	0	12	-3
O=C1c2ccccc2C(=O)N1CCCP(=O)(O)CCc1ccccc1	91	-0.1	2	3	-2	9	-1.2	0	2	-3
CCOc1ccc(CCNC(=O)Cn2nc(C)n3cccc3c2=O)cc1OCC	112	-0.1	-1	3	1	-10	-2.8	6	-7	7
C#CCSc1nc(N)c2c(n1)OC(N)=C(C#N)C2c1cccnc1 (configuration not stated)	100	-0.3	-2	2	1	-6	-0.9	27	-5	4
CCOC(=O)CNC(=O)CSc1nc(Cc2ccccc2)nc2ccccc12	99	0.2	17	2	-2	9	-1.0	-1	-3	2
O=C(CN(Cc1ccccc1Cl)C(=O)c1csnn1)NCc1ccc(F)cc1	99	0.0	8	-7	0	-2	0.1	2	4	-13
NNC(=S)NC1CCCCC1	94	3.9	0	-6	0	-1	-0.3	6	14	17
COc1cc(OC)c(OC)cc1CN1CCCC(C(=O)c2sccc2C)C1 (configuration not stated)	100	0.0	0	5	-2	-3	-0.8	-3	-2	11
CCN(CC)S(=O)(=O)c1ccc(N2CCCC2)c(NC(=O)Cc2ccccc2)c1	98	-0.1	0	-2	2	-1	2.1	10	-1	-4
CCOC(=O)C1C2C=CC3(CN(CCc4ccccc4)C(=O)C13)O2 (configuration not stated)	103	-0.1	5	-9	0	10	-0.8	8	-3	38
CCOc1cccc2cc(C(=O)OCC(=O)Nc3c(C)cccc3CC)c(=O)oc12	95	0.0	-3	-2	0	-6	-2.8	18	-1	-9
CCOC(=O)COc1ccc(S(=O)(=O)NCc2cccnc2)cc1	97	-0.1	-1	2	2	-17	-0.3	5	-1	1
CCCS(=O)(=O)NC(=O)C1(C)CCCN(C(=O)c2c(OC)cccc2OC)C1 (configuration not stated)	100	0.1	-4	-4	0	14	-0.3	14	/	-6
Cc1ccc(C)c(Nc2ncnc(N)c2[N+](=O)[O-])c1	96	-0.2	0	5	-15	-3	-0.3	-3	1	5
CCCCCOc1ccc(NC(=O)C(=O)NCCCn2ccnc2)cc1	99	3.4	2	0	-4	-4	-1.1	6	0	-2
Carrying on:
SMILES	ABCB6 inh 2	aDG glyco act	Exocytosis inh	ABHD5 PLIN5 PPI	N-glyco inh	NOD2 RIPK2 PPI	MC4R ag barr	MC4R antag cAMP	TLR9-MyD88 block	Vif inh
COc1ccc(/C=N/NC(=O)C(=O)N2CCCCCC2)cc1	102	0.0	-7	-6	3	-5	-1.2	7	3	4
CC(=O)Oc1ccc(C(=O)Nc2nccs2)cc1	102	0.0	-14	5	4	-3	1.1	-4	3	/
CCc1ccc(OCC(=O)OCC(=O)NC2CCCC(C)C2C)cc1 (configuration not stated)	98	-0.1	-12	0	0	-10	1.1	-5	-2	8
COCc1cc(CN2CCN(CCc3ccccc3)C(CCO)C2)ccc1OC (configuration not stated)	100	0.0	36	-2	-1	-10	-0.9	-7	-4	2
COc1cc(NC(=O)c2ccc(Br)o2)c(C(=O)O)cc1OC	100	-0.1	-3	0	2	4	-1.0	4	-3	11
C=CCN(c1ccccc1)S(=O)(=O)c1cccc(C(=O)Nc2ccncc2)c1	94	2.5	-3	3	-1	-10	-0.9	-3	-1	-26
Cc1c(C(=O)Nc2ccccc2[N+](=O)[O-])csc1-c1ccccc1	92	-0.5	-1	-11	-11	2	2.4	23	0	-2
CN(C)S(=O)(=O)c1ccc(NC(=O)CN2CCCC2c2ccc3c(c2)OCCCO3)cc1 (configuration not stated)	99	0.3	-2	12	-1	0	3.7	-6	3	10
FC(F)(F)c1nc(NCc2ccccc2)c2nnn(Cc3ccccc3)c2n1	95	-0.1	-3	-1	1	-7	8.4*	-8	-5	0
CC1(OC(=O)c2cccs2)C(=O)C=C2C=C(C3CC3)OC=C2C1=O (configuration not stated)	100	-0.1	8	4	1	2	-0.8	2	0	3
Cc1ccc(Nc2nc(C(=O)N3CCC(C(=O)NCCN4CCOCC4)CC3)cs2)cc1	91	0.0	-1	8	3	1	-0.6	0	-5	-9
Cc1cccc(CC(=O)NCCN2CCCCC2)c1	96	-0.2	12	3	2	-4	-0.8	0	7	-3
O=C(N/N=C/c1ccccc1)c1[nH]ncc1Br	98	0.2	1	-2	-2	-6	1.2	-8	4	-3
O=C(O)CCC(=O)c1ccc2sc3ccccc3c2c1	i	0.1	3	12	3	-6	-0.7	7	5	1
O=C(Cc1ccccc1F)NC1CCSc2ccccc21 (configuration not stated)	103	0.0	5	5	0	7	0.6	1	-3	-6
O=C(NCC(=O)N1CCCCCCC1)c1ccc(Br)o1	93	-0.1	7	1	-1	0	-1.7	3	6	36
COc1ccc(-n2c3c(cc(C(=O)NCc4ccco4)c2=O)C(=O)CC(C)(C)C3)cc1	91	0.8	1	-4	0	-3	0.1	8	-17	0
Cc1cccc(C(=O)O)c1[N+](=O)[O-]	98	-0.1	5	1	1	7	-0.1	3	-4	5
CC(=O)Cc1nsc(NC(=O)c2ccc(COc3ccccc3Cl)o2)n1	97	0.0	12	3	3	0	-1.0	11	-2	-3
O=C1c2ccccc2-c2n[nH]c(=O)c3ccc(N4CCCCC4)c1c23	108	-0.5	-3	6	25	13	-1.1	-17	-13	-2
CC1CC(CC(C)C(=O)Nc2nncs2)C(=O)O1 (configuration not stated)	98	0.0	4	-1	0	-3	-0.2	0	-2	-3
CC1CCN(C(=O)Cn2cc(SCC(=O)NCC3CCCO3)c3ccccc32)CC1 (configuration not stated)	98	-0.1	1	0	2	-1	1.1	6	1	3
O=C(Cn1cnc2ccccc2c1=O)N1CCc2ccccc2C1	102	0.0	-5	4	2	-6	-3.4	4	2	-3
COc1ccc(C)cc1S(=O)(=O)N(C)CC(=O)N1CCC(C)CC1	99	0.0	5	-6	3	-2	-0.6	12	0	/
Cc1cc(Nc2ccccc2)nc(N)n1	99	-0.1	-2	0	0	1	-1.3	0	-3	-2

Copied from the list:
COc1ccc(C)cc1S(=O)(=O)N(C)CC(=O)N1CCC(C)CC1 – MC4R ag barr: -0.6
COc1cc(OC)c(OC)cc1CN1CCCC(C(=O)c2sccc2C)C1 (configuration not stated) – Vif inh: 11
C/C(Cc1ccccc1)=N\NC(=O)CNC(=O)c1ccccc1F – MC4R ag barr: -3.1
C#CCN1[C@@H]2CCN(C2)c2cc(Br)ccc2S1(=O)=O – NOD2 RIPK2 PPI: -2

The list goes on:
SMILES	ABCB6 inh 2	aDG glyco act	Exocytosis inh	ABHD5 PLIN5 PPI	N-glyco inh	NOD2 RIPK2 PPI	MC4R ag barr	MC4R antag cAMP	TLR9-MyD88 block	Vif inh
C=CCn1c(SCC(=O)Nc2ccccc2C)nnc1-c1ccncc1	102	0.0	-1	3	-2	-5	-1.0	3	-5	17
Cc1cc2c(ccc3c2no[n+]3[O-])nn1	97	0.2	-2	5	1	0	-3.0	18	-5	-1
CCOC(=O)N1CCC(NS(=O)(=O)c2cc3c(cc2Br)CCN3C(=O)CC)CC1	95	-0.1	10	-1	2	-2	-0.4	0	-2	8
Cn1cccc1Cc1nnc(SCC(=O)NC2CCCC2)n1-c1ccc(F)cc1	99	0.2	-2	-2	-1	10	-1.1	1	-10	8
CC1=C(C(=O)OCc2ccccc2)C(c2ccc(Br)cc2)NC(=O)N1CCCCCC(=O)O (configuration not stated)	91	-0.2	22	2	-1	-5	-0.6	10	2	1
Cc1nn(C)c(C)c1S(=O)(=O)N1CCC(C(=O)NC2CCCCCC2)CC1	99	0.1	-3	-4	1	-24	0.9	13	-3	-5
CCCc1ncc(C[n+]2ccccc2C)c(N)n1	99	-0.1	-1	-2	0	-11	-0.1	1	-1	-8
CCc1cc2c(=O)c(-c3nc4ccccc4n3C)c(COCC(=O)O)oc2cc1O	92	0.1	-4	1	1	1	0.9	1	8	-1
CCOc1ccc(NC(=O)CSc2nnc(C)n2CC)cc1	98	0.0	-10	-7	0	-4	2.1	16	-16	2
CCOC(=O)/C(C#N)=N\Nc1ccc(S(=O)(=O)Nc2nc(C)cc(C)n2)cc1	101	-0.3	-5	4	-5	5	0.1	1	5	10
CCOc1ccccc1N1CCN(Cc2cn[nH]c2-c2ccc(F)cc2)CC1	103	0.2	7	0	-1	-2	0.9	6	-9	0
O=C(CSc1nnnn1-c1ccccc1)N1CCCc2ccccc21	85	0.0	6	-3	-4	11	-1.2	13	8	0
CCOc1ccc(NC(=S)NC2CC3CCC(C2)N3Cc2ccco2)cc1 (configuration not stated)	96	0.0	4	2	-2	-4	2.0	4	-5	1
CCC(=O)Nc1ccc(NC(=O)CSc2nnnn2Cc2ccccc2)cc1C	93	0.1	-8	-4	0	2	0.6	5	-2	-2
COC(=O)CNC(=O)C1(C)C=CCN1C(=O)c1ccccc1 (configuration not stated)	94	-0.1	3	-7	-1	-4	-1.4	0	8	5
CC(=O)N1c2ccc(C)cc2C(c2ccccc2)CC1C (configuration not stated)	100	-0.1	80*	-2	13	1	-0.3	1	-6	5
Cc1cccc(NC(=O)CN(CC2CCCO2)C(=O)c2oc3ccccc3c2C)c1C (configuration not stated)	95	-0.1	10	-10	-2	5	-1.0	0	-4	-1
